rCAG binder: r(CAG) repeat RNA binding; TO-PRO-1 dye displacement fluorescence; inhibition, % at 3 µM; 370,000 compounds, 1.3% hits;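 active = inhibition above the plate cutoff, the mean of all test compounds on that plate plus 3 SD, cut at about 35% in these data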;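 also: 0% = DMSO alone and 100% = 100 µM mitoxantrone as full dye displacement; higher means more dye released from RNA so lower well fluorescence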
SIAE inh: blocks human sialic acid acetylesterase | 370,000 compounds, 0.69% hits | inhibition, % at 9.66 µM | SIAE FP-Rh probe binding, fluorescence polarization;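 active = inhibition above a cutoff: mean of compounds within the control limits plus 3 SD of those, cut at about 17% in these data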;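 also: 0% = plate median of compound wells and 100% = probe without SIAE protein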
Target sequence (Q9HAT2 whole entry, looked up): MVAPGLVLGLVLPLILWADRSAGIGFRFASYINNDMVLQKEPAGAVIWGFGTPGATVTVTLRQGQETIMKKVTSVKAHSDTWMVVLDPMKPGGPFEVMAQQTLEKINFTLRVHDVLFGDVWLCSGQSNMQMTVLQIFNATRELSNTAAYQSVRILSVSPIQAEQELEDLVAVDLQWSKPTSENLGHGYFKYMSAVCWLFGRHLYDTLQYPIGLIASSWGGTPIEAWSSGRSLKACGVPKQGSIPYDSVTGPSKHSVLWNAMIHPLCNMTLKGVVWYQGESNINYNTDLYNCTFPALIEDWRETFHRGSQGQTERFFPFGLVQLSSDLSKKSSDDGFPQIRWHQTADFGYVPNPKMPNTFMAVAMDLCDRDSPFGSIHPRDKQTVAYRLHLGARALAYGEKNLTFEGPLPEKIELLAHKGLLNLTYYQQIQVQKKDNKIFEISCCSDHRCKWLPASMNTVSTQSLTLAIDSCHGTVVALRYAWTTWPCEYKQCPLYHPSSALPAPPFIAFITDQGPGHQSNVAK
PRMT1 inh: blocks human protein arginine methyltransferase 1; inhibition, % at 2.79 µM; AID 652257; recombinant PRMT1, activity-based probe fluorescence polarization; Q99873; 370,000 compounds, 1.3% hits;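 active = inhibition above about 21% made by adding two undisclosed values, limit read from the data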
PG9 Ab binder: small molecules binding HIV-1 gp120 antibody PG9. AID 624416. inhibition, % at 6.7 µM. TR-FRET gp120-PG9 antibody binding. 360,000 compounds, 0.43% hits; in the data active = inhibition above about 8.5%
TCR-CD3 inh: inhibitors of human TCR-CD3 interaction; TAMRA-labeled TCR probe fluorescence, biochemical; inhibition, % at 9.4 µM; 360,000 compounds, 0.37% hits; in the data active = inhibition above about 19%;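 also: recombinant mutant TCR 2C K166C tagged with TAMRA read by polarization; 0% = receptor in buffer alone and 100% = receptor with positive control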
Rev-erbA mod: Rev-erb alpha (human) modulation; P20393; Rev-erbα–FITC-DNA binding, fluorescence polarization, 90 min; activity, % at 10 µM; 370,000 compounds, 0.79% hits; AID 1259318;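 active = activity above about 14%, limit read from the data; passing the limit was not always enough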;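 also: 0% = DMSO wells with 35 nM protein and 100% = DMSO wells with 750 nM protein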
LEDGF integ inh: blocks HIV-1 LEDGF/p75-dependent DNA integration. AID 743269. inhibition, % at 3.7 µM. TR-FRET IN-LEDGF/p75 DNA integration, Eu/Cy5. 370,000 compounds, 0.64% hits;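 active = inhibition above the screen-wide mean plus 3 SD, cut at about 13% in these data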;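 also: signal is the Cy5 over europium emission ratio at 671 and 618 nm; 0% = plate median of compound wells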
TDP2 inh: TDP2 (human) inhibition, absorbance primary screen | 370,000 compounds, 0.34% hits | inhibition, % at 12.8 µM | AID 720702 | O95551 | recombinant TDP2, T5PNP hydrolysis, p-nitrophenol absorbance 415 nm;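 active = inhibition above the mean of all tested compounds plus 3 SD, set per campaign, cut at about 25% in these data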;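 also: 0% = DMSO with enzyme and 100% = buffer with substrate but no TDP2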
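Read-out basis: percent inhibition. System: recombinant human TDP2. Buffer or medium: Mg2+-containing Tris-HCl buffer, pH 7.5. Repeats: single replicate. Timing: reaction 2 h, 37 °C. Benchmarks: high control without enzyme, low control DMSO plus TDP2. Probe or stimulus: 5 mM T5PNP. Doses: 12.8 µM only. Measured by: epi absorbance of p-nitrophenol freed from T5PNP by hydrolysis.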
ABHD4 inh: inhibitors of mouse ABHD4 | inhibition, % at 8.92 µM | Q8VD66 | 370,000 compounds, 0.54% hits | purified mABHD4, FP-Rh probe fluorescence polarization;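 active = inhibition exceeding the mean over every tested compound plus 3 SD, cut at about 30% in these data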;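 also: 0% = plate median of compound wells and 100% = S159A mutant with DMSO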
Target sequence (Q8VD66 whole entry, looked up): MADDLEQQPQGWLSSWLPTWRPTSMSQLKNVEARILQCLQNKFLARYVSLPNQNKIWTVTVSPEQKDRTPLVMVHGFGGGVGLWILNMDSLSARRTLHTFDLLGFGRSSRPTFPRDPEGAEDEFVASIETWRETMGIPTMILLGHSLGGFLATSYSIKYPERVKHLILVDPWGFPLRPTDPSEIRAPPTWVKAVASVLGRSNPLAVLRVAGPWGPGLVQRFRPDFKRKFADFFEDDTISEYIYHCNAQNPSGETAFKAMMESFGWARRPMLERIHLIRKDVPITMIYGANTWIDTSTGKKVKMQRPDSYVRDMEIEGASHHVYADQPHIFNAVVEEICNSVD
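Assay system: mouse ABHD4 enzyme, wild type / Also added: fluorescent activity-based probe FP-Rh / Doses: single nominal dose of 8.92 µM, 0.89% DMSO final / Timing: 45 min compound pre-incubation plus 60 min probe step, 25 °C / Signal: FP readout, ex 525 nm / em 598 nm / Control set: S159A mutant/DMSO as 100%, compound-well median as 0%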
HTRA1 inhibitor: blocks human HTRA1 serine peptidase | AID 504803 | Q92743 | 340,000 compounds, 0.5% hits | inhibition, % at 5.96 µM | recombinant HTRA1, FP-rhodamine activity-based probe, fluorescence polarization; in the data active = inhibition above about 36%;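 also: 0% = enzyme with DMSO and 100% = wells lacking enzyme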
Starred values were filed as active, the others as inactive; x = not tested or not shown; & = joins results of further samples.

SMILES	rCAG binder	SIAE inh	PRMT1 inh	PG9 Ab binder	TCR-CD3 inh	Rev-erbA mod	LEDGF integ inh	TDP2 inh	ABHD4 inh	HTRA1 inhibitor
CN(C)c1ccc(N=Cc2nc(-c3ccccc3)oc2OC(=O)c2cccc(Br)c2)cc1	5	-1	-5	-5.3	5	5	1	-14	-10	3
O=C(Nc1ccc(Cl)cc1)N1CCCN(Cc2ccccc2F)C1	-2	8	-4	-2.7	5	0	-2	0	-10	-9
COc1ccc2c(c1OC)C(=O)OC2Nc1ccccn1 (configuration not stated)	-1	3	-1	-0.1	3	-2	3	8	-3	-1
COc1ccccc1-c1noc(COC(=O)c2ccc(Br)o2)n1	3	-6	7	0.4	4	4	-6	-6	-13	-4
CC(C)NC(=O)N(C)C[C@H]1Oc2ccc(NC(=O)Nc3ccc4c(c3)OCO4)cc2C(=O)N([C@H](C)CO)C[C@@H]1C	-5	2	0	-1.0	-1	-4	-1	2	4	-2
Cc1ccc(/C=C/C(=O)NCCCc2ccccc2)cc1	-1	1	1	-2.7	5	3	0	-17	-12	-13
Cc1cccc(NC(=S)N2CCN(S(=O)(=O)c3cccc(F)c3)CC2)c1	0	4	0	0.6	-8	3	-4	4	6	0
COc1ccccc1/C=C1\SC(=S)N(CCC(=O)NCCc2ccc(O)cc2)C1=O	8	-23	3	-35	3	-11	-4	-15	-8	-41
Cn1c(=O)c2c(ncn2CC(=O)Nc2nnc(Cc3ccccc3)s2)n(C)c1=O	6	4	-1	-1.7	-1	6	-1	1	-4	4
CCn1cc(C(=O)OCc2ccc(F)cc2)c(=O)c2ccc(C)nc21	-5	1	-2	0.8	3	-1	1	-5	-1	0
O[C@@H]1CN(Cc2ccccc2Cl)CC[C@H]1N1CCOCC1	0	-5	0	-1.1	3	-1	-6	-12	-5	-3
Cc1ccc([N+](=O)[O-])c(OCc2ncc(Cl)n2C)c1	1	0	-1	-0.9	3	-7	2	7	1	-6
Cn1ccsc1=NC(=O)c1ccc(S(C)(=O)=O)c([N+](=O)[O-])c1	-2	2	1	-0.7	1	1	1	5	2	-4
C[C@]12CCC(=O)C=C1CC[C@@H]1[C@@H]2CC[C@@]2(C)[C@H]1CC[C@@]21CCC(=O)O1	-6	-3	0	-0.2	-4	0	6	-10	-3	-3
C=CCNC(=O)c1ccccc1NC(=O)c1ccc(Cl)c(S(=O)(=O)Nc2ccccc2)c1	19	-42	3	0.5	-4	2	0	-18	-68	-70
CC(C)(C)c1ccc(-c2noc(-c3ccc4c(c3)CCO4)n2)cc1	27	4	3	-1.5	-2	2	0	11	-2	0
Cc1ccnc(NC(=O)CCCOc2cc(=O)n(C)c3ccccc23)c1	1&-6	12&-10	2&-4	-1.4&0.7	7&2	5&-3	-2&3	0&-11	-1&-11	2
CC(C)(C)c1ccc(C(=O)Cn2cnnc2C#N)cc1	8	3	3	-0.4	-6	-4	1	-2	-7	-13
COc1ccc2c(c1)C(=NNC(=O)c1ccccn1)c1cc(OC)ccc1-2	3	13	1	-2.7	5	-32	-2	-1	-3	-6
CC(=O)c1cccc(NC(=O)NCc2ccc3c(c2)OCO3)c1	3	2	-3	-1.4	6	-3	2	15	-4	-22
CC(C)(C)Cc1nnc(NS(=O)(=O)c2ccccc2)s1	9	12	-1	9.0*	-7	3	-2	-3	3	-4
O=C(CSc1nnc(-c2ccc3c(c2)OCO3)o1)Nc1ncc(Cl)cc1Cl	4	-1	8	-1.9	-1	-6	-3	0	4	-2
COC(=O)c1ccc(N2C(c3cccc(OC)c3)=Cc3ccc(F)cc3C2c2c(C)[nH]c3ccccc23)cc1 (configuration not stated)	11	2	-1	0.6	1	1	7	10	1	x
O=C(CN1C(=O)NC(Cc2ccccc2)C1=O)Nc1ccc(F)c(F)c1F (configuration not stated)	-1	-4	3	2.7	2	-1	0	-1	-4	-8
O=C(CSc1nc2[nH]c(=O)cc(O)c2s1)Nc1cc(Cl)cc(Cl)c1	28	-15	10	-1.8	-8	1	-3	-1	11	-31
C/C(=C1\SC(N2CCOCC2)=NC1=O)c1ccc(C)cc1	-2	0	-2	0.0	3	-3	-1	2	2	7
Cc1cc(C)c(C(N)=O)c(Nc2ccc(F)cc2)n1	1	9	2	-0.4	1	2	-4	13	7	4
CCN1CCN(C(c2ccc(F)cc2)c2nnnn2Cc2cccs2)CC1 (configuration not stated)	-7	9	1	-1.0	-5	-1	-3	-3	-4	7
Nc1nnc(SCC(=O)OCC(=O)Nc2ccccc2F)s1	1	-5	4	-0.3	-4	2	-4	-6	2	1
CC1CCN(C(=O)CCc2ccc(S(=O)(=O)NC(C)C)cc2)CC1	-8	1	-4	-0.1	4	-4	-2	-2	-3	-2
CCOC(=O)CNC(=O)COc1coc(CN2CCN(Cc3ccccc3)CC2)cc1=O	-4	-2	11	-1.0	-8	-2	-8	-12	-10	6
COCCn1c(SCC(=O)N2CCc3ccccc3C2)nc2ccccc2c1=O	-2	8	-4	-1.1	4	0	3	-2	-8	-4
CCn1c(NCc2ccccc2NS(=O)(=O)c2ccc(C)cc2)nc2ccccc21	7	4	-1	-1.0	-4	1	0	-10	-21	-32
O=C(COC(=O)c1ccc[nH]c1=O)Nc1cc(S(=O)(=O)N2CCCCC2)ccc1Cl	5	2	4	1.8	-8	7	2	7	1	-3
O=C(CSc1nnc(SCc2ccc(Cl)cc2)s1)N/N=C/c1ccc(Cl)cc1Cl	3	-8	7	2.9	2	0	-4	-15	-8	1
CCC(Sc1nc2ccsc2c(=O)n1Cc1ccc(C(=O)O)cc1)C(=O)Nc1cc(Cl)ccc1C (configuration not stated)	14	-4	4	-1.1	-4	-2	3	0	12	-14
O=C(CNC(=O)c1ccc(Br)o1)NNC(=O)c1cccc(Cl)c1	0	-3	-3	-2.6	3	1	2	-9	7	-4
N#CCc1nc2c3c4c(sc3ncn2n1)CCCC4	2	-2	-2	0.0	7	-2	1	9	-1	1
COc1ccc(-c2cc3ccccc3oc2=O)cc1	0	-6	0	0.3	0	-3	-1	18	-1	-6
Nc1nc(SCc2ccc(Br)cc2)c2ncn(C3OC(CO)C(O)C3O)c2n1 (configuration not stated)	7	-1	-6	-3.4	1	2	3	4	-1	-7
S=C(NCCC1=CCCCC1)NCc1ccco1	-2	-2	0	-1.3	0	-3	-3	-8	0	2
COCCNC(=O)C(c1ccc(C)o1)N(C(=O)c1snc(C(N)=O)c1N)c1ccc(C)c(C)c1 (configuration not stated)	-5	3	2	1.5	-3	1	-3	7	-1	1
CC(C)(C)c1cc(OC(=O)c2ccncc2)ccc1O	-3	2	2	1.6	-1	-2	0	-7	1	4
CC(=O)Nc1sc(N/N=C\c2ccccc2)nc1-c1cccs1	13	15	6	-3.5	7	7	2	3	7	-6
CCn1c(=O)c2cc(C(=O)N(C)CC(OC)OC)sc2c2ccccc21	0	-7	2	-1.1	-2	3	1	0	4	2
COC(=O)CC(CP(=O)(O)CN(C)C=O)C(=O)OC (configuration not stated)	0	-2	0	-1.2	-2	2	-2	12	2	-2
O=C1C=C(NCCNc2c(F)c(F)c(CO)c(F)c2F)CCC1	-2	11	-2	1.0	3	2	3	6	5	6
c1ccc(N2CCN(c3nc(NCc4ccco4)c4ccccc4n3)CC2)cc1	-4	13	-2	-2.2	2	-1	0	-12	8	-11
O=C(COC(=O)CNC(=O)c1ccc(Cl)cc1Cl)NCC1CCCO1 (configuration not stated)	-2	-1	0	-0.7	-5	0	0	-2	-3	-3
Cc1ccc(S(=O)(=O)N2C[C@H]3[C@H]4C(=O)N(Cc5ccccc5)C(=O)[C@H]4CC(=O)[C@H]3[C@@H]2c2ccccc2F)cc1	8	-3	3	0.5	5	2	0	-1	-1	x
Cc1nnc(NC(=O)C2CCCN(S(=O)(=O)Cc3ccccc3)C2)s1 (configuration not stated)	-8	0	0	-1.2	-7	-2	-2	-1	1	-3
CN(NC(=O)c1ccc(Cl)cc1)c1nc(-c2ccccc2)nnc1C(F)(F)F	2	1	0	-4.2	5	-2	-2	0	-4	-8
CCCCNC(=S)N/N=C/c1ccc(OCC(=O)Nc2c(C)cc(C)cc2C)c(OC)c1	-1	-8	-2	-0.4	-2	-3	2	8	2	0
Cc1ccnc(-n2c(CCN3C(=O)c4ccccc4C3=O)nc3ccccc3c2=O)c1	-7	-8	4	1.5	-5	7	-5	-1	-9	4
Cc1ncoc1C(=O)N1CCc2c([nH]c3ccccc23)C1C1CCCCC1 (configuration not stated)	-2	7	-3	-1.5	-2	-7	4	-5	8	-5
c1ccc(-c2cnnc(N3CCOCC3)n2)cc1	-2	-1	1	0.3	1	1	5	-10	7	2
CCOC(=O)C(/C=C(\C#N)C(=O)OCC)=C(/N)N1CCN(c2ccc(OC)cc2)CC1	1	6	-1	0.7	5	-5	-4	-1	2	7
Cc1ccc(NC(=O)COc2ccccc2)cc1S(=O)(=O)N1CCCCC1	4	-1	2	-0.4	0	3	-4	-6	-1	-13
O=C(Nc1ccc(O)cc1)c1ccc(NC(=O)C2CCCO2)cc1 (configuration not stated)	-3	7	-5	-0.6	0	1	2	7	-3	14
Clc1cccc(CNc2ccn3nc(-c4cccc(OCc5ccccc5)c4)cc3n2)c1	5	-36	0	-1.0	2	-10	-5	-5	-41	x

Next section; it opens with the 2 that closed the last part.
SMILES	rCAG binder	SIAE inh	PRMT1 inh	PG9 Ab binder	TCR-CD3 inh	Rev-erbA mod	LEDGF integ inh	TDP2 inh	ABHD4 inh	HTRA1 inhibitor
O=C(Nc1ccc(O)cc1)c1ccc(NC(=O)C2CCCO2)cc1 (configuration not stated)	-3	7	-5	-0.6	0	1	2	7	-3	14
Clc1cccc(CNc2ccn3nc(-c4cccc(OCc5ccccc5)c4)cc3n2)c1	5	-36	0	-1.0	2	-10	-5	-5	-41	x
CC(C)C[C@H]1CNC(=O)C(=O)N1C[C@@H]1CCCN1C[C@H](Cc1ccccc1)N1C[C@H](Cc2ccccc2)N(CC2CCCCC2)C(=O)C1=O	3	2	0	1.1	8	-6	2	-7	13	x
CC1CCCCC1NC(=O)NC(=O)COC(=O)c1nccnc1N (configuration not stated)	2	-4	-3	0.7	5	-3	1	-16	4	0
CN(CC(=O)Nc1ccc(F)cc1)C(=O)c1ccc(OCc2cn3ccccc3n2)cc1	5	6	1	1.1	-11	-1	0	9	-1	-2
OC(COc1ccc(F)cc1Cl)CN1CCc2ccccc2C1 (configuration not stated)	-9	-5	4	-1.2	-2	1	2	-6	-7	-2
O=C(Nc1cc(C(F)(F)F)ccc1Cl)c1cc2nc3c(c(C(F)(F)F)n2n1)CCCC3	8	-6	-1	-1.4	-6	7	2	8	4	-8

Bioassay records (PubChem)

A portion of the library (hit frequency here may not be typical).
